HTRA1 inh: HTRA1 (human) protease inhibition | Q92743 | recombinant HTRA1, FP-rhodamine activity-based probe, fluorescence polarization | inhibition, % at 5.96 µM | 340,000 compounds, 0.5% hits; in the data active means inhibition above about 36%;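 further: 0% = enzyme with DMSO and 100% = wells lacking enzyme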
SMARCA2 activ: activators of SMARCA2 function. activation, % at 9.1 µM. MG213 cells, MMTV-luciferase reporter, dexamethasone, overnight. 370,000 compounds, 1% hits; in the data active means activation above about 7.8%;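 further: 0% = vehicle wells and 100% = reference activator wells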
GC-A act: GC-A (human) enzyme activation. P16066. HEK293 GC-A cells, cGMP TR-FRET, EC30 ANP; 0% at EC30 ANP, 100% saturating ANP. activation, % at 10 µM. 370,000 compounds, 0.14% hits. AID 1671463; in the data active means activation above about 40%
Target sequence (P16066 whole entry, looked up): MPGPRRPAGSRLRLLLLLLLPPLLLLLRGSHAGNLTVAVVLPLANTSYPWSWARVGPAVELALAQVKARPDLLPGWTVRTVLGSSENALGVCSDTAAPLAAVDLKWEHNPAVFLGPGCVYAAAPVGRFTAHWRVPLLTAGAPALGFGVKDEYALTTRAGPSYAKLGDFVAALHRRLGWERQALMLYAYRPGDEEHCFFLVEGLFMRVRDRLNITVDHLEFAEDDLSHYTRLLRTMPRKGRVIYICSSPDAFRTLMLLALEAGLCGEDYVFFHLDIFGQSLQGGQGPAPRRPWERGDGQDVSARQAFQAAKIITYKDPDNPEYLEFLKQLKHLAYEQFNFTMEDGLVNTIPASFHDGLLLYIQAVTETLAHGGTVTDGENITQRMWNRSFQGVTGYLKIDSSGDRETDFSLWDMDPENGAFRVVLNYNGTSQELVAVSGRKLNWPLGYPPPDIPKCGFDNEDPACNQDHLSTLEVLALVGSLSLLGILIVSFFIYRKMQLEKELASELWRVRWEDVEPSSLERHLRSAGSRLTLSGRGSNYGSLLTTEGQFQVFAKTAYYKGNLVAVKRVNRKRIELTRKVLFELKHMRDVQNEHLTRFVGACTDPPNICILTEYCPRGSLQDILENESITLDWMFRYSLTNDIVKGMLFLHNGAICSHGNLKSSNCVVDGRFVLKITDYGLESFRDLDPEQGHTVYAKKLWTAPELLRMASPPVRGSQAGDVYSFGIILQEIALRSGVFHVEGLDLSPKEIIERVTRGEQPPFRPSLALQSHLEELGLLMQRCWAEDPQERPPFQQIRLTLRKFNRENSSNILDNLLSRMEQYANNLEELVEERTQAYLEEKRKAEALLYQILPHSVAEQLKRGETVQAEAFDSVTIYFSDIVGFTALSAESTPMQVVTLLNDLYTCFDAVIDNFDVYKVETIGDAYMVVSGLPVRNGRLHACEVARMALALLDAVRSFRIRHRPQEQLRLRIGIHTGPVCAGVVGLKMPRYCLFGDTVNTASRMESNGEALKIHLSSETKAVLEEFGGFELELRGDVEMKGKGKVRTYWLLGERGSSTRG
NPR2 activator: GC-B (human) receptor activation. P20594. HEK293-GC-B cells, CNP EC30, cGMP TR-FRET; 0% at EC30 CNP, 100% saturating CNP. activation, % at 10 µM. 370,000 compounds, 0.11% hits. AID 1920062;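 active means activation at 10 µM reaching about 35% in either raw or pattern-adjusted values, limit read from the data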
PG9 binder: PG9 antibody binding by small molecule | TR-FRET gp120-PG9 antibody binding | inhibition, % at 6.7 µM | 360,000 compounds, 0.43% hits | AID 624416; in the data active means inhibition above about 8.5%
NR1D1 modulator: modulators of human Rev-erb alpha DNA binding; P20393; Rev-erbα–FITC-DNA binding, fluorescence polarization, 90 min; 370,000 compounds, 0.79% hits; activity, % at 10 µM;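 active means activity above about 14%, limit read from the data; passing the limit was not always enough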;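 further: 0% = DMSO wells with 35 nM protein and 100% = DMSO wells with 750 nM protein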
mABHD4 FP: inhibits mouse alpha/beta hydrolase domain 4. Q8VD66. purified mABHD4, FP-Rh probe fluorescence polarization. inhibition, % at 8.92 µM. 370,000 compounds, 0.54% hits. AID 720543;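 active means inhibition exceeding the mean over every tested compound plus 3 SD, cut at about 30% in these data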;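 further: 0% = plate median of compound wells and 100% = S159A mutant with DMSO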
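Assay system: mABHD4 protein; medium: HEPES pH 7.0, NaCl, Pluronic buffer; dosing: 8.92 µM, single dose; schedule: 45 min + 60 min at 25 °C; signal: FP readout, ex 525 nm / em 598 nm; read-out: normalized percent inhibition of probe labeling; repeats: single replicate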
ARFGAP1 inh: inhibits rat ARF GTPase activating protein 1. Arfgap1-stimulated ARF1 GTP hydrolysis, GDP FP detection. inhibition, % at 16.5 µM. 360,000 compounds, 0.26% hits;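 active means inhibition above a per-plate limit, mean inhibition of low control wells plus 3 SD, cut at about 25% in these data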;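 further: 0% = DMSO wells with enzyme and 100% = wells lacking Arfgap1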
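Assay system: purified rat His6-Arfgap1 residues 1-136 (GAP domain); Reagent: human Δ17 ARF1 bound to GTP; Dosing: 16.5 µM single point, 1.26% DMSO; Times: GTP hydrolysis reaction 2 h at 25 °C; Signal: FP, GDP Alexa 633 tracer displaced from anti-GDP antibody, 620/688 nm; Measure: % inhibition from polarization.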
rCAG binder: r(CAG) repeat RNA binding | TO-PRO-1 dye displacement fluorescence | inhibition, % at 3 µM | 370,000 compounds, 1.3% hits | AID 651821;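 active means inhibition above the plate cutoff, the mean of all test compounds on that plate plus 3 SD, cut at about 35% in these data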;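 further: 0% = DMSO alone and 100% = 100 µM mitoxantrone as full dye displacement; higher means more dye released from RNA so lower well fluorescence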
ASAP1 inh: ASAP1 ArfGAP inhibition. Q9ULH1. ASAP1-stimulated ARF1 GTP hydrolysis, GDP FP detection. inhibition, % at 16.5 µM. 360,000 compounds, 0.19% hits. AID 624377; in the data active means inhibition above about 25%;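 further: 0% = vehicle with enzyme and substrate and 100% = no enzyme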
* hit, by the source's call; nt = no result given. Not all compounds are listed, so the mix of outcomes need not match the whole.

SMILES	HTRA1 inh	SMARCA2 activ	GC-A act	NPR2 activator	PG9 binder	NR1D1 modulator	mABHD4 FP	ARFGAP1 inh	rCAG binder	ASAP1 inh
O=c1c2ccccc2nc(CSc2ncnc3nc[nH]c23)n1-c1ccc(Cl)c(Cl)c1	9	-1	-2	0	-2.9	2	7	7	-5	-5
CCN(CCCl)Cc1ccccc1Br	4	4	4	-2	-1.3	-7	-8	-3	2	3
O=[N+]([O-])c1cc(O)c(O)c([N+](=O)[O-])c1	35	0	-1	-3	-1.4	8	74*	9	2	9
Fc1cccc(F)c1-c1nc(-c2ccc(Cl)cc2)no1	-3	8.2*	9	-13	0.9	-1	-6	4	0	17
COc1cc2c(c(OC)c1O)-c1ccc(OC)c(=O)cc1C(NC(=O)C(F)(F)F)CC2 (stereo unspecified)	0	2	3	3	0.3	3	5	17	0	-3
Nc1ccc(Sc2ccc(N)cc2)cc1	8	-1	-1	1	-2.0	1	3	2	4	5
COC(=O)C1=C(c2ccc(C(C)=O)cc2)C[C@@H]2CC[C@H]1N2C(=O)NCCNC(C)=O	-3	0	4	0	2.8	1	7	2	2	-11
CC/C(=N\Nc1ccccc1)c1c(O)[nH]c(=O)[nH]c1=O	5	1	1	2	-2.4	-3	2	-3	2	0
COc1ccc(-n2nnnc2C(c2ccnc3ccccc23)N2CCC3(CC2)C(=O)NCN3c2ccccc2)cc1 (stereo unspecified)	nt	-2	-9	-3	-0.1	3	-2	7	12	-1
CN(C)C(Cc1ccccc1)C(=O)c1ccc(-c2ccccc2)cc1 (stereo unspecified)	-32	-2	1	1	0.1	1	-12	9	0	5
CNC1(c2ccccc2Cl)CCCCC1=O (stereo unspecified)	3	4	2	-4	-1.4	-4	-5	16	1	3
Cc1cccc(OCC(O)CN2CC2)c1 (stereo unspecified)	-26	3	2	0	-0.4	6	-1	2	2	11
O=c1c2ccccc2nc(CNc2ccccc2)n1-c1ccccc1	6	0	-5	-2	-2.4	3	0	3	5	-4
CC12CCC3c4ccc(OC(=O)N(CCCl)CCCl)cc4CCC3C1CCC2O (stereo unspecified)	-45	0	-4	-3	-2.3	3	3	2	1	-11
CCCNC(=O)N1[C@H]2CC[C@@H]1C(C(=O)OC)=C(c1ccc(S(C)(=O)=O)cc1)C2	0	-1	-2	5	-0.1	1	2	12	-3	10
CCOC(=O)C1C(=O)N(C)C2(C)CC1c1ccccc1O2 (stereo unspecified)	-5	-2	2	4	3.6	0	3	-1	-2	-1
CNCCc1nc(N)n[nH]1	2	6	1	-3	-0.9	4	-1	2	4	6
CC[N+](CC)(CC)CCCCCCCCCC[N+](CC)(CC)CC	0	-1	-2	3	-1.1	-3	6	1	-2	0
O=C(c1ccco1)c1cn(Cc2ccccc2Cl)c2ccccc12	-52	0	14	13	-2.9	3	-23	-2	1	2
O=C(Nc1ccccc1OC(=O)N1CCOCC1)N1CCOCC1	5	-2	2	4	-1.1	0	6	3	0	-8
CCCCn1c(NS(=O)(=O)c2ccccc2)c(C(=O)OCC)c2nc3ccccc3nc21	12	-1	3	0	-1.0	3	6	8	33	22
CCOC(=O)c1sc(/N=C/c2c(O)n(-c3cccc(C)c3)c(=O)[nH]c2=O)c(C#N)c1C	0	-2	0	-2	-0.1	5	-4	1	1	6
CCOC(=O)c1c(C)n(Cc2ccco2)c2ccc(OC)cc12	-24	-2	-1	3	0.3	-3	-5	-2	0	-4
CCCC1=C(C(=O)OCC)C2(C(=O)Nc3ccccc32)C(C#N)=C(N)O1 (stereo unspecified)	8	-3	-23	-14	-2.6	2	2	8	-4	-3
COc1ccc(CCn2c(O)c(C=NCCCO)c(=O)[nH]c2=O)cc1OC	-1	0	-1	-4	0.5	1	-2	-9	-1	1

Some of the entries so far, with values under each structure.
Screens in order – HTRA1 inh	SMARCA2 activ	GC-A act	NPR2 activator	PG9 binder	NR1D1 modulator	mABHD4 FP	ARFGAP1 inh	rCAG binder	ASAP1 inh
O=C(c1ccco1)c1cn(Cc2ccccc2Cl)c2ccccc12
  -52	0	14	13	-2.9	3	-23	-2	1	2
CCN(CCCl)Cc1ccccc1Br
  4	4	4	-2	-1.3	-7	-8	-3	2	3

6 consecutive entries already listed, for reference:
SMILES	HTRA1 inh	SMARCA2 activ	GC-A act	NPR2 activator	PG9 binder	NR1D1 modulator	mABHD4 FP	ARFGAP1 inh	rCAG binder	ASAP1 inh
O=C(Nc1ccccc1OC(=O)N1CCOCC1)N1CCOCC1	5	-2	2	4	-1.1	0	6	3	0	-8
CCCCn1c(NS(=O)(=O)c2ccccc2)c(C(=O)OCC)c2nc3ccccc3nc21	12	-1	3	0	-1.0	3	6	8	33	22
CCOC(=O)c1sc(/N=C/c2c(O)n(-c3cccc(C)c3)c(=O)[nH]c2=O)c(C#N)c1C	0	-2	0	-2	-0.1	5	-4	1	1	6
CCOC(=O)c1c(C)n(Cc2ccco2)c2ccc(OC)cc12	-24	-2	-1	3	0.3	-3	-5	-2	0	-4
CCCC1=C(C(=O)OCC)C2(C(=O)Nc3ccccc32)C(C#N)=C(N)O1 (stereo unspecified)	8	-3	-23	-14	-2.6	2	2	8	-4	-3
COc1ccc(CCn2c(O)c(C=NCCCO)c(=O)[nH]c2=O)cc1OC	-1	0	-1	-4	0.5	1	-2	-9	-1	1

Later entries:
SMILES	HTRA1 inh	SMARCA2 activ	GC-A act	NPR2 activator	PG9 binder	NR1D1 modulator	mABHD4 FP	ARFGAP1 inh	rCAG binder	ASAP1 inh
O=C(O)c1cccc2nc3ccccc3nc12	3	1	0	-13	-3.1	1	-4	-2	0	-1
CNC(=O)Oc1cc2c(cc1C(C)(C)C)CCC2	3	8	-3	0	-1.4	12	1	11	3	-12
CC(c1ccc(F)cc1)n1cc(C(=O)NCc2ccc3c(c2)OCO3)nn1 (stereo unspecified)	-26	0	2	-3	-1.0	2	2	-9	-2	-6
O=C1NCN(c2ccccc2)C12CCN(C(c1cccs1)c1nnnn1Cc1ccccc1)CC2 (stereo unspecified)	nt	-2	-11	-6	-0.7	-3	6	-4	5	7
COc1cc2c(cc1OC)C(C(=O)NC(C)C)C1CCCCN1C2=O (stereo unspecified)	5	-1	2	0	-0.1	-1	4	3	20	0
Cc1cccc(Cn2cc(C=O)c3ccccc32)c1	-13	-1	-14	-7	0.5	8	-5	0	0	0
CN1C(=O)N(C)C(=O)C2(Cc3ccccc3N3CCCC32)C1=O (stereo unspecified)	nt	-1	2	5	-2.1	4	1	2	2	-1
c1ccc2c[n+](CCCCCCCCCC[n+]3ccc4ccccc4c3)ccc2c1	nt	-6	4	-5	-0.8	-2	1	-2	6	-5
CC1CN2C(=O)C1(c1ccccc1)C(=O)NC2=S (stereo unspecified)	8	-6	0	2	-1.9	3	-2	8	4	2
CCCCNC(=O)Nc1ccc(C(O)(C(=O)OC)C(F)(F)F)cc1 (stereo unspecified)	3	2	0	-3	-1.8	0	-2	10	1	1
CN(C(=O)Oc1ccc(F)cc1)c1ccccc1	-4	1	2	0	0.7	3	6	2	-5	0
Cc1ccc(-c2cc(C(=O)N3CCC4(CC3)OCCO4)no2)cc1	1	-5	3	-5	-2.5	1	-11	4	-4	-14
COc1ccc(OC)c(C2=NOC(C(=O)N3CCC4(CC3)OCCO4)C2)c1 (stereo unspecified)	-3	4	4	-5	-4.2	3	-5	0	-1	7
COC(=O)C1=C(c2cccc(OC)c2OC)C[C@@H]2CC[C@H]1N2C(=O)NC(C)C	-2	2	3	2	-1.0	-4	1	3	-5	7
COc1ccccc1N1C(=O)NC(=O)/C(=C/c2ccc([N+](=O)[O-])s2)C1=O	nt	-2	-4	-2	-3.0	-2	-13	-4	84*	5
Fc1cccc(F)c1CN1CCN(c2ccc(Cl)cc2)CC1	-4	0	3	7	-0.9	7	0	2	-4	7
C=CCN1C(=O)c2ccccc2Sc2ccc(C(=O)N3CCC4(CC3)OCCO4)cc21	4	nt	3	1	nt	3	nt	nt	nt	nt
COc1ccc2nc3oc(C(=O)N4CCC5(CC4)OCCO5)cc3cc2c1	3	2	1	-2	-3.1	2	6	5	-1	-6
S=C(N1CCCCCC1)N1CC1	-9	-3	-1	-1	-1.0	-6	-2	16	2	-6
CCOP(=O)(OCC)C(NS(=O)(=O)c1ccccc1)C(Cl)(Cl)Cl (stereo unspecified)	-1	-2	0	4	-2.4	-7	5	-2	0	-1
Cc1ccc(O)c(CN2CCN(c3ccccc3)CC2)c1	5	2	-2	-1	-0.2	0	6	-14	-5	-14
O=P1(NCCCl)OCCC(OO)N1CCCl (stereo unspecified)	nt	3	-1	-1	-0.3	-7	3	5	3	-6
O=C1NC(=O)N(Cc2ccc(F)cc2)C(=O)/C1=C\c1ccoc1	-12	0	1	-3	1.8	-14	-36	-9	48*	5
COCCNC(=O)N1[C@H]2CC[C@@H]1C(C(=O)OC)=C(c1ccc(-c3ccccc3)c(F)c1)C2	-4	-2	-1	1	-0.2	0	2	3	-6	-2
COC(=O)CCCCC1SCC(NC(=O)c2ccccc2)C1Cl (stereo unspecified)	-2	-4	-1	1	0.8	-5	0	3	-7	12
SMILES	HTRA1 inh	SMARCA2 activ	GC-A act	NPR2 activator	PG9 binder	NR1D1 modulator	mABHD4 FP	ARFGAP1 inh	rCAG binder	ASAP1 inh
Cc1c(N=Nc2c(O)n(Cc3ccccc3)c(=O)[nH]c2=O)c(=O)n(-c2ccccc2)n1C	8	-1	-4	2	-4.7	8	-1	0	-3	1
COc1ccccc1CN1CCN(C(=O)COc2ccc3ccccc3c2)CC1	-1	-1	-5	0	1.4	3	9	-6	-5	8
CCC(=O)OC1(c2ccccc2)C(C)CN(C)CC1C (stereo unspecified)	3	1	-2	1	-0.5	-3	6	6	-4	-14
CC(N=Cc1c(O)[nH]c(=O)[nH]c1=O)c1ccccc1 (stereo unspecified)	0	3	4	1	1.2	3	1	2	1	-1
CC1N=C(c2ccccc2Cl)c2cc(Br)ccc2NC1=O (stereo unspecified)	-2	-2	-14	-9	-0.7	-5	-2	0	-6	-7
CCC(=NCCc1c[nH]c2ccccc12)c1c(O)n(C)c(=O)n(C)c1=O	-4	-5	13	14	0.7	-2	4	-18	-4	0
C[C@]12CCC(=O)C=C1CC[C@@H]1[C@@H]2C(=O)C[C@]2(C)C(=O)CC[C@@H]12	6	-1	0	2	-0.5	-2	4	-2	0	2
COc1ccc(-c2nn(CCC#N)cc2C(=O)Nc2ccccc2Br)cc1	0	0	-3	-1	-3.0	5	-6	-9	-4	0
CCOC(=O)[C@]12Cc3cc(C)ccc3[C@H]1N(Cc1ccccc1)C(=O)c1cc(F)c(F)cc12	nt	-4	-8	2	-1.2	0	-1	3	2	-5
O=Cc1cn(Cc2ccc([N+](=O)[O-])cc2)c2ccccc12	-8	-5	-15	-11	-0.8	-3	-3	9	0	4
O=C(/C=C/c1ccc(Cl)cc1)NC(=S)N1C[C@H]2C[C@H](C1)c1cccc(=O)n1C2	3	1	-1	5	-0.7	-9	1	-15	-1	0
COC(=O)C1=C(c2ccc(C(C)=O)cc2)C[C@@H]2CC[C@H]1N2C(=O)N1CCCC1	-1	2	0	9	0.3	-1	6	-2	-6	4
COC(=O)C1=C(c2ccc(-c3ccccc3)c(F)c2)C[C@@H]2CC[C@H]1N2C(=O)NCCOc1ccccc1Cl	-57	-2	-2	7	-2.7	7	-4	-6	7	3
